Screens as filed in PubChem.
AID2073: disruptors of CaV2.2 binding to Mint1 – biochemical, HTRF (AID 2073) | HTRF protein-protein interaction, Mint1-CaV2.2; higher % means a stronger effect | inhibition, % at 20 µM, or IC50 in µM where a hit was titrated | hit rate 0.19% among 290,000; in the data active means inhibition mostly above about 51%, no sharp cut-off; inconclusive means no clear call, values can overlap the other calls; inactive means mostly below about 53%; further: some results filed as inactive read as strong as hits
Autophagy HCS: autophagy modulation, high-content screen; hit rate 0.98% among 190,000; MEF GFP-LC3 puncta imaging; test concentration mostly 10 µM; calls only at 10 µM (by protocol);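 active means percentage of spot-positive cells more than 3 SD above its plate mean, without a fluorescence outlier flag or 80% toxicity; inconclusive means no clear call, values can overlap the other calls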;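 further: spot-positive cell cutoff set from DMSO-treated cells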
GPR35 arrestin U2OS: GPR35 antagonists blocking zaprinast-driven arrestin recruitment, primary screen, imaging, U2OS, beta-arrestin-GFP, zaprinast agonist (AID 2058); U2OS GPR35 beta-arrestin-GFP translocation imaging, zaprinast antagonism; higher % means a stronger effect; one-dose inhibition, % at 10 µM; IC50 in µM for titrated hits; hit rate 0.052% among 290,000;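 active means inhibition of at least 50% with at least 30 cells and total cytoplasm GFP at most 10,000,000; inconclusive means under 30 cells or total GFP of 10,000,000 plus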
Dengue-2 NS5 capping: flavivirus cap methylation enzyme inhibition – biochemical, confirmation dose response, primary screen (AID 588689) | Dengue-2 NS5 methyltransferase capping enzyme assay, biochemical; higher % means a stronger effect | one-dose inhibition, % at 25 µM; IC50 in µM for titrated hits | hit rate 0.3% among 340,000; in the data active means a potency from the dose series; inconclusive means inhibition above about 29% without an active follow-up result
NTR1 agonist: agonists of NTR1, primary screen, imaging, U2OS cells, beta-arrestin-GFP, high content (AID 493036). P30989. NTR1-U2OS beta-arrestin-GFP spot imaging, agonist mode. activation, % at 20 µM. hit rate 0.17% among 330,000;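 active means activation at or above 40% of the spot to cytoplasm intensity ratio, with at least 20 cells analyzed; inconclusive means wells under 20 cells, flagged as cytotoxic or low count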;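 further: 0% = DMSO without peptide and 100% = 100 nM NTR1 peptide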
Target sequence (P30989 whole entry, looked up): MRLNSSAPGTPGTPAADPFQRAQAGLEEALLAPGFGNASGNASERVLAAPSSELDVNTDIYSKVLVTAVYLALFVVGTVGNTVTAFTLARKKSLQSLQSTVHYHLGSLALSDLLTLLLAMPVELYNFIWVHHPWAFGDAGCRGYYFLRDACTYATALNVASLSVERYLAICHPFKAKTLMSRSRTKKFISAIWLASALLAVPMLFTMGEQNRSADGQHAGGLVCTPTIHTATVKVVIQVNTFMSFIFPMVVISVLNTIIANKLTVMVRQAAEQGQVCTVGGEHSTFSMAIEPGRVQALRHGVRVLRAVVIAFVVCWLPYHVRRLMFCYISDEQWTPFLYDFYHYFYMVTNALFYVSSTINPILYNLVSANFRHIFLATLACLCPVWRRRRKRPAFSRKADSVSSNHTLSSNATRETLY
RSV CPE inhibition: inhibition of RSV-induced cytopathic effect – HEp-2 cells, primary 10 µM value included (AID 2391) | HEp-2 cells, RSV-induced CPE inhibition; higher % means a stronger effect | CPE inhibition, % at 10 µM; hits with a dose series show IC50 in µM | hit rate 0.13% among 310,000; in the data active means a potency from the dose series; inconclusive means CPE inhibition mostly from about 23% at the one dose, without a potency; inactive means the rest, 99 in 100 with CPE inhibition below about 21%; further: strong numbers were not always called active
UTI89 phage lysis: inhibition of K1F phage lysis, E. coli UTI89, bacterial capsule biogenesis inhibitors, alamar blue (AID 488966). E. coli UTI89 K1F phage lysis, alamar blue, 2 h; higher % means a stronger effect. inhibition, % at 100 µM; hits with a dose series show IC50 in µM. hit rate 0.02% among 340,000;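 active means phage lysis inhibition, versus mean bacterial control, above a set limit; inconclusive means no clear call, values can overlap the other calls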;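 further: capsule biogenesis inhibitors block K1F phage lysis so surviving cells raise fluorescence; higher fluorescence means more inhibition of phage lysis; actives were called in the ten point dose series up to 300 µM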
WT yeast gro inh: growth inhibition of WT yeast, mitochondrial fusion screen | mitochondrial fusion phenotypic screen, WT strain | inhibition, % at 10 µM | hit rate 2.1% among 190,000 | AID 1362; in the data active means inhibition above about 58%; tested in S. cerevisiae
LYP inhibition: inhibitors of LYP phosphatase, biochemical, fluorescence intensity, uHTS (AID 1779); recombinant LYP phosphatase, fluorescence intensity; higher % means a stronger effect; one-dose inhibition, % at 11.5 µM; IC50 in µM for titrated hits; hit rate 0.054% among 290,000; in the data active means inhibition above about 50%;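 further: plate controls were vehicle with enzyme for no effect and no enzyme for full effect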
WT yeast gro inh mutant strain: also measured in WT yeast gro inh; calls as there; inhibition, %; mitochondrial fusion phenotypic screen, mutant strain inhibition
Autophagy HCS cell loss 18 h: further read-out of Autophagy HCS, marked with its call; toxicity, %; measured here: cell loss, nuclei count;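 cell loss after 18 h compound exposure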
NTR1 agonist cell count 20 µM: recorded beside NTR1 agonist, whose call it bears; cell count; measured here: cell count, cytotoxicity flag
Dengue-2 NS5 capping pilot replicate: recorded beside Dengue-2 NS5 capping, whose call it bears; inhibition, %; measured here: pilot screen replicate inhibition
* hit, by the source's call; i = inactive; ? = inconclusive; / = no result given; [ ] = another dose, or the depositor's remark.

SMILES	AID2073	Autophagy HCS	Autophagy HCS cell loss 18 h	GPR35 arrestin U2OS	Dengue-2 NS5 capping	NTR1 agonist	NTR1 agonist cell count 20 µM	RSV CPE inhibition	UTI89 phage lysis	WT yeast gro inh	WT yeast gro inh mutant strain	LYP inhibition	others
COc1ccccc1CNC(=O)[C@H](C)NC(=O)C1CCN(C(=O)[C@@H](N)CC(C)C)CC1	6%	/	/	-6%	-2%	0.4	100	-0.8%	1.0%	/	/	-5%
CCCCn1c(CNC(=O)CCC)nc2ccccc21	5%	/	/	2%	-1%	4.2	45	1.9%	9.3%	8	0	-7%
CN1CCN(Cc2c(O)ccc3cc(-c4ccccn4)c(=O)oc23)CC1	?	i	-1	10%	-3%	0.7	81	1.5%	0.8%	-6	0	-47%
O=C(NCC(c1ccco1)N1CCN(c2ccccc2F)CC1)c1ccco1 (centres undefined)	/	/	/	/	2%	-0.2	56	1.5%	2.0%[50 µM]	/	/	/
COc1ccc(/C=C2/SC(=O)N(CC(O)Cn3c4ccccc4c4ccccc43)C2=O)cc1 (centres undefined)	17%	i	-8	-2%	-7%	-1.8	74	2.8%	2.3%[50 µM]	17	-3	2%
COc1ccc(OCC(=O)N2CC3(C)CC2CC(C)(C)C3)cc1 (centres undefined)	5%	i	1	-8%	-2%	-1.0	40	-1.6%	5.7%	2	4	0%
CCOc1ccc(CCNC(=O)c2ccc3nc(N4CCOCC4)sc3c2)cc1OCC	-14%	/	/	6%	1%	-0.5	57	21%	0.4%	/	/	-3%
COc1ccc(S(=O)(=O)NCc2ccco2)cc1NC(=O)c1ccccc1	3%	/	/	14%	-6%	1.3	44	3.5%	0.0%	/	/	-12%
Cc1nn(C)cc1C(=O)Nc1ccc2c(c1)OCCO2	-9%	/	/	7%	7%	0.5	56	-0.2%	0.0%	/	/	0%
Cc1cc(C(=O)N/N=C/C=C/c2ccccc2[N+](=O)[O-])c(C)o1	-3%	i	-3	-4%	4%	0.6	60	2.5%	-0.2%	2	-3	-3%
C=CCSC(CC)(CC)C(N)=O	-9%	/	/	-6%	3%	0.2	48	-1.2%	1.5%[50 µM]	/	/	-11%
CCN(CC)c1cc(NCCO)c([N+](=O)[O-])c2nonc12	-11%	i	0	-11%	-2%	-0.6	81	2.1%	-0.1%	-7	-8	-6%
CCOc1ccc(C2=Nn3c(nnc3-c3ccccc3OC)SC2)cc1	22%	i	54	-5%	-22%	/	/	2.0%	0.8%	6	-12	2%	Dengue-2 NS5 capping pilot replicate=-2.7
CC(=O)c1cccc(NC(=O)c2cc3ccccn3n2)c1	2%	i	3	17%	1%	0.3	88	5.6%	0.5%	6	-1	-8%
CCC(=O)Oc1ccc2c(c1)O/C(=C\c1ccco1)C2=O	18%	/	/	-20%	/	-0.8	47	1.2%	/	/	/	-5%

Structures listed so far containing a nitro group on carbon (2):
SMILES	AID2073	Autophagy HCS	Autophagy HCS cell loss 18 h	GPR35 arrestin U2OS	Dengue-2 NS5 capping	NTR1 agonist	NTR1 agonist cell count 20 µM	RSV CPE inhibition	UTI89 phage lysis	WT yeast gro inh	WT yeast gro inh mutant strain	LYP inhibition	others
Cc1cc(C(=O)N/N=C/C=C/c2ccccc2[N+](=O)[O-])c(C)o1	-3%	i	-3	-4%	4%	0.6	60	2.5%	-0.2%	2	-3	-3%
CCN(CC)c1cc(NCCO)c([N+](=O)[O-])c2nonc12	-11%	i	0	-11%	-2%	-0.6	81	2.1%	-0.1%	-7	-8	-6%

(listing goes on)
SMILES	AID2073	Autophagy HCS	Autophagy HCS cell loss 18 h	GPR35 arrestin U2OS	Dengue-2 NS5 capping	NTR1 agonist	NTR1 agonist cell count 20 µM	RSV CPE inhibition	UTI89 phage lysis	WT yeast gro inh	WT yeast gro inh mutant strain	LYP inhibition	others
CN1C(=O)/C(=C/C=C2\SCCN2C)N(C)C1=S	-32%	i	-7	2%	/	0.3	83	/	0.3%	-6	0	1%
Cc1cnc(CN(C)C(=O)C2CCC(=O)N(CCc3ccccc3)C2)[nH]1 (centres undefined)	1%	/	/	18%	27%	0.0	65	2.0%	0.3%	/	/	-7%
CCOC(=O)Cn1nc(C)n(-c2ccc(F)cc2)c1=O	-9%	i	2	-2%	-11%	-0.2	66	-1.7%	-0.2%	-12	1	-5%
CCN(CC)S(=O)(=O)c1ccc(/C=C/C(=O)OCC(=O)c2c(N)n(C)c(=O)n(C)c2=O)cc1	12%	i	4	-15%	-14%	5.3	60	0.0%	3.4%	-7	-2	-6%
O=C(NC1CCCCCCC1)c1ccc(F)c(S(=O)(=O)N2CCOCC2)c1	/	/	/	/	-7%	0.2	56	0.6%	2.5%	/	/	/
CCCCN1C(=O)N(C)C2C1N(C)C(=O)N2CCCC (centres undefined)	-1%	i	-2	3%	-4%	-5.6	98	1.1%	2.3%	2	-5	-5%
O=C(Cn1cnc2c(nnn2-c2cccc(Cl)c2)c1=O)N1CCCC1	2%	i	0	16%	-2%	-1.2	65	0.5%	10%	-19	15	-12%
Cn1nccc1C(=O)N1CCc2ccccc21	-4%	i	-10	8%	2%	-2.1	77	1.4%	0.5%	-15	7	7%
Cc1cccc(C(=O)NCc2nnc(SCC(=O)N3CCN(c4ccccc4)CC3)n2C)c1	/	i	1	/	-1%	-0.8	43	0.8%	-0.1%	/	/	/
Cc1ccc(NC(=O)CN2C(=O)NC(C)(c3ccc(Cl)cc3)C2=O)c(Br)c1 (centres undefined)	-3%	/	/	1%	-3%	1.5	39	48%	-0.1%	/	/	-4%
N#Cc1c(F)cccc1NCCCn1ccnc1	/	/	/	/	2%	-0.9	33	1.2%	0.3%	/	/	/
CC1CCN(CCC(=O)Nc2ccc(Cl)cc2)CC1	-4%	i	7	12%	-5%	-0.4	58	-1.9%	0.3%	-26	-8	-9%
COc1ccc(NC(=O)C2(c3ccc(NC(=O)c4ccc(OC)cc4)cc3)CCCC2)cc1	26%	i	-7	4%	-7%	0.1	42	48%	1.6%	11	22	0%
COC(=O)c1ccc(C(=O)N2CCCC(Nc3ccc(C(C)C)cc3)C2)cc1 (centres undefined)	-9%	/	/	-18%	-3%	2.4	61	19%	-0.5%	/	/	3%
CCOC(=O)n1cc(-c2cnc(CNC(=O)C(C)(c3ccccc3)c3ccccc3)o2)c2ccccc21	12%	i	8	-1%	/	12	93	7.2%	/	9	-17	0%
COCCNC(=O)C(c1ccc(C)cc1)N(CCOC)C(=O)CCC(=O)Nc1nccs1 (centres undefined)	-1%	/	/	4%	-7%	-2.4	46	0.8%	0.0%	/	/	-12%
CCN(CC)C(=S)Nc1cc(C(=O)OC)ccc1C(=O)OC	6%	i	5	15%	-5%	1.0	69	1.1%	1.6%[50 µM]	-8	-7	-8%
CN(Cc1ccccc1)C(=O)c1[nH]cnc1C(=O)NCc1ccccc1	/	/	/	/	-1%	-2.5	44	0.1%	-1.1%	/	/	/
N#Cc1ccc(OCC(=O)NCCc2ccc(S(N)(=O)=O)cc2)cc1	-5%	i	0	2%	2%	-0.1	49	-0.1%	0.2%	13	0	0%
COc1ccc(C(=O)N(C)CC(=O)Nc2cccc(F)c2)cc1S(=O)(=O)NC1CCCC1	/	/	/	/	5%	-1.4	59	0.1%	1.3%[50 µM]	/	/	/
CCOc1ccccc1COC(=O)c1cccc(-n2cnnn2)c1	-8%	i	18	-14%	-10%	-1.3	98	15%	0.7%	1	3	-5%
O=C(CN1CCCCC1)Nc1nc(-c2ccc(Cl)cc2)cs1	2%	/	/	-7%	-1%	/	/	4.7%	-0.8%[50 µM]	/	/	-9%
CC1Cc2ccccc2N1S(=O)(=O)c1cccc(C(=O)Nc2cccnc2)c1 (centres undefined)	5%	/	/	7%	-7%	0.1	59	1.8%	-0.1%	/	/	-6%
Cc1ccc(OC(C)C(=O)Nc2ccncc2)cc1C (centres undefined)	-4%	/	/	7%	-8%	2.0	58	9.3%	0.0%	/	/	-6%
COc1ccc2[nH]cc(/C=C(/C#N)S(=O)(=O)c3ccccc3)c2c1	13%	i	12	-23%	-13%	-0.1	92	13%	-1.7%	24	16	1%
COC(=O)N/N=C/c1ccc(-c2cccc(Cl)c2)o1	13%	i	7	-8%	-1%	-1.6	62	25µM*	1.4%[50 µM]	12	-14	2%
O=C(COC(=O)c1ccco1)NC(c1ccccc1)c1ccccc1	15%	i	24	14%	-13%	1.3	33	-0.9%	-0.2%	0	-7	-5%
Cc1ccccc1-n1ncc(C(C)NC(=O)c2ccco2)c1C (centres undefined)	-2%	i	12	9%	-6%	1.3	98	5.1%	0.1%	3	2	-3%
Cc1cccc(NC(=S)NC2CC3CCCC(C2)N3Cc2cccs2)c1C (centres undefined)	-10%	i	-18	12%	-5%	2.1	50	-0.5%	0.4%	7	7	0%
Cc1nc(N)ncc1C(=O)Nc1ccccc1	1%	i	3	-7%	-6%	0.0	63	-0.1%	0.1%	9	6	-4%
COC(=O)c1ccc(C(c2c(N)n(CC(C)C)c(=O)[nH]c2=O)N2CCN(c3ccccc3)CC2)cc1 (centres undefined)	0%	i	20	6%	-8%	0.3	107	0.9%	0.4%	-7	-8	2%
Cc1ccc(/C=C/C(=O)NCc2ccccn2)o1	12%	i	0	12%	-1%	-1.9	55	1.4%	1.2%	17	10	-10%
CC(=O)c1cccc(NC(=O)NC(C)c2ccncc2)c1 (centres undefined)	-3%	i	-6	-2%	-9%	-0.4	68	1.8%	0.1%	-2	13	-12%
O=C(Cn1cc(S(=O)(=O)N2CCCC2)c(S(=O)(=O)N2CCCC2)c1)NCc1ccco1	12%	/	/	-8%	-3%	1.1	54	-0.5%	3.2%	/	/	-10%
O=C(NCc1ccccc1)C1=C[C@H](c2ccc3c(c2)OCO3)C[C@H](OCc2ccc(CO)cc2)O1	/	/	/	/	2%	1.9	93	-0.9%	0.7%	/	/	/
COc1ccc(N2CCN(C(=O)CCNS(=O)(=O)c3ccc(C)cc3)CC2)cc1	23%	/	/	-7%	2%	4.1	45	1.8%	-0.1%[50 µM]	/	/	0%
COc1ccccc1-n1nnnc1SCC(=O)Nc1ccccn1	1%	i	-1	5%	-4%	-0.8	88	1.6%	7.3%	-16	-5	-10%
CCCC(=O)N1CCN(c2nc(CC(C)C)c3c(c2C#N)CCC3)CC1	0%	i	1	-7%	-4%	7.5	44	?	1.8%	13	-3	-2%
CCN(CC)C(=O)c1[nH]cnc1C(=O)N[C@@H](CC(C)C)C(=O)OCc1ccccc1	4%	i	8	-2%	4%	1.9	62	-0.5%	-2.0%	-9	4	-8%
O=C1CCC(C(=O)N2CCN(c3ccccc3Cl)CC2)CN1CC1CCCCC1 (centres undefined)	?	/	/	-10%	0%	1.9	53	7.1%	0.0%	/	/	-4%
C/C=C/C(=O)OCc1csc(CC(=O)Nc2ccccc2C)n1	4%	/	/	5%	-3%	-0.3	94	0.9%	0.4%	/	/	-4%
